APOBEC3A inh – human APOBEC3A DNA deaminase inhibition; P31941; recombinant A3A, FAM/TAMRA ssDNA deamination fluorescence; inhibition, % at 20 µM; 330,000 compounds, 0.41% hits; AID 493011;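 active = at least 40% inhibition at 20 µM here, with at most 30% in a related deaminase screen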;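 note: plate controls were A3A with DMSO for no effect and wells lacking A3A enzyme for full effect; some results filed as inactive read as strong as hits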
mIAP activ – increases mouse intestinal alkaline phosphatase activity; muIAP, CDP-Star luminescence, 30 min; active compounds read high; 1 = vehicle-only enzyme signal, 0 = enzyme-free wells; activation factor at 10 µM; 330,000 compounds, 0.24% hits;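 active = activation factor of at least 2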; note: the source names both 10 and 20 µM as test concentration; values of inactives mirror those of a sister screen read the other way
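System: Mouse IAP enzyme | Also added: CDP-Star substrate | Dosing: Compounds dispensed in DMSO | Schedule: 30 min enzyme-substrate-compound incubation at room temperature | Technique: Chemiluminescence readout | Control set: DMSO-only wells and no-enzyme negative control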
mIAP inh – mouse IAP inhibition; AID 2806; purified mouse IAP, CDP-Star luminescence, 30 min; 330,000 compounds, 0.2% hits; inhibition, % at 10 µM;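 active = inhibition of at least 40% at 10 µM in the primary screen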;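 note: plate controls were DMSO with enzyme for no effect and no enzyme wells for full effect; values of inactives mirror those of a sister screen read the other way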
A3G deaminase – APOBEC3G (human) deaminase inhibition; Q9HC16; inhibition, % at 20 µM; AID 493012; recombinant A3G, ssDNA deamination FAM/TAMRA fluorescence; 330,000 compounds, 0.28% hits;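 active = inhibition of at least 40% at 20 µM, with no more than 30% in the related APOBEC3A deaminase screen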;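 note: plate controls were DMSO wells with A3G for no effect and wells lacking A3G enzyme for full effect; some compounds called inactive have numbers as strong as hits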
Target sequence (Q9HC16 whole entry, looked up): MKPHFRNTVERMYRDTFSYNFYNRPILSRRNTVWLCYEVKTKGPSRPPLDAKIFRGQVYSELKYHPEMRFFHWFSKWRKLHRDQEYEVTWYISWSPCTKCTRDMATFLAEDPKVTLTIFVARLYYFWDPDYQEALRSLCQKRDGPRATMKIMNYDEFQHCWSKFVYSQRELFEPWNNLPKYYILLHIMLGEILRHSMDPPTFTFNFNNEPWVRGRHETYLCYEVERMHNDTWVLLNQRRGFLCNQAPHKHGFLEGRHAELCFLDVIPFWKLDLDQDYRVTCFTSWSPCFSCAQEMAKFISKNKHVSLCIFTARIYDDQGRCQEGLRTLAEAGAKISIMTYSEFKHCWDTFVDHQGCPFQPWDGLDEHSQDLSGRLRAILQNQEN
hIAP block – human IAP inhibition | P09923 | purified IAP, CDP-Star luminescence, 30 min | inhibition, % at 10 µM | 330,000 compounds, 0.12% hits;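 active = inhibition reaching a set limit with compound at 10 µM in the primary screen, cut at about 35% in these data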;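 note: plate controls were DMSO wells with enzyme for no effect and no-enzyme buffer wells for full effect; values of inactives mirror those of a sister screen read the other way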
Target sequence (P09923 whole entry, looked up): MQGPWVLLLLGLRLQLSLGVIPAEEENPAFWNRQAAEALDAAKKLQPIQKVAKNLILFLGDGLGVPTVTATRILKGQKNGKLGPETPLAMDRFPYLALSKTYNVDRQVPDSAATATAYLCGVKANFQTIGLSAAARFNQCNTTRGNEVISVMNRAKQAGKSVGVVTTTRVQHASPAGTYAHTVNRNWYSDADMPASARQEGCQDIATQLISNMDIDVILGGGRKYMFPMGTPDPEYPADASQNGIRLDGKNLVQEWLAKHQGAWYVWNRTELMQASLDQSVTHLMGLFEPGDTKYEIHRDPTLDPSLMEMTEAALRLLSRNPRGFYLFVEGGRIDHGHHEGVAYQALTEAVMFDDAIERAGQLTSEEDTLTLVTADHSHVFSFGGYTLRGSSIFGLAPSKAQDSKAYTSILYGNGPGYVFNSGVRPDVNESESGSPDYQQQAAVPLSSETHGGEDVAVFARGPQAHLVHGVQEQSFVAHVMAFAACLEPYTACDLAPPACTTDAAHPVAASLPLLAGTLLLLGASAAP
beta cell repl – induces beta-cell replication in MIN6 cells; proliferation, % at 10 µM; MIN6 cells proliferation, ATPlite luminescence, 48 h; cells starved in 0.2% serum; 100% = growth in 10% serum; 330,000 compounds, 0.29% hits;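 active = compounds whose signal lies at least 3.5 SD above the mean of all wells on their plate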;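 note: 0% = DMSO-treated cells in low-serum medium and 100% = 10% serum control; some compounds called inactive have numbers as strong as hits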
TIM10 inh – TIM10 yeast growth inhibition | S. cerevisiae TIM10 strain growth, BacTiter-Glo luminescence, 24 h | inhibition, % at 10 µM | 330,000 compounds, 1.4% hits | AID 463195;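 active = inhibition of 40% or more at the single tested concentration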;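 note: wild-type TIM10 isogenic control strain grown at permissive 25 °C; 0% = DMSO yeast wells and 100% = minimal medium wells without yeast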
tim10-1 inh – growth inhibitors of tim10-1 mutant yeast; S. cerevisiae tim10-1 ts strain growth, BacTiter-Glo, 24 h; inhibition, % at 20 µM; 330,000 compounds, 2.2% hits; AID 463190;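 active = inhibition of at least 40%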;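 note: mutant grown at 25 °C; 0% = DMSO wells with yeast and 100% = wells holding no yeast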
NALP3 yeast inh – NALP3 inhibition in yeast; inhibition, % at 10 µM; AID 2825; Yeast reconstituted NLRP3/ASC/caspase-1, beta-gal luminescence, 24 h; 330,000 compounds, 0.39% hits;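 active = inhibition of 50% or more; inactive = inhibition below 50%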;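 note: plate controls were induced DMSO wells for no effect and uninduced yeast grown without galactose for full effect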
* hit, by the source's call.

(1) CC(Oc1ccccc1Cl)C(=O)Nc1ccccc1C(=O)N1CCOCC1 (stereo not given)
(2) Cc1nn(-c2ccccc2)c(N)c1N=Nc1ccc2ccccc2c1
(3) Cc1ccc2nc3n(c(=O)c2c1)-c1cc(Cl)ccc1C(=O)NC3Cc1ccccc1 (stereo not given)
(4) Cc1cc(N2CCCCC2)nc2ccc(NC(=O)c3ccc(Br)o3)cc12
(5) CC(C)NCC(=O)NC12CC3CC(CC(C3)C1)C2
(6) Cc1nn(CCC#N)c2nc(C(F)(F)F)[nH]c(=O)c12
(7) O=C(C1=NOC(CNc2ncc(C(F)(F)F)cc2Cl)C1)N1CCOCC1 (stereo not given)
(8) Cc1nnc(-c2ccc(Oc3ccc(Br)cc3)c([N+](=O)[O-])c2)o1
Assay by compound	1	2	3	4	5	6	7	8
tim10-1 inh	17	35	13	-12	-1	5	21	23
TIM10 inh	13	36	4	-14	2	-3	-7	-6
mIAP activ	0.92	0.79	1	0.93	0.98	1	1	0.87
beta cell repl	2	-6	-1	-5	-3	-4	1	-1
A3G deaminase	-7	-2	-13	-5	-4	2	-8	-1
APOBEC3A inh	0	-4	-4	-4	-1	1	-2	4
hIAP block	4	6	15	13	-11	-6	-6	-12
NALP3 yeast inh	19	-9	13	26	10	1	8	19
mIAP inh	8	21	-2	7	2	-1	-1	13

(9) N#Cc1ccc(COC(=O)c2cc(=O)c3ccccc3o2)cc1
(10) C=CCC(CC=C)(NC(=O)c1ccccc1C(=O)O)c1ccccc1
(11) COc1cccc(-c2csc(/C(C#N)=C/Nc3cc4oc5ccccc5c4cc3OC)n2)c1
(12) COc1cccc(CN2C(=O)C3CCCN3c3ccc(S(=O)(=O)N4CCOCC4)cc32)c1 (stereo not given)
(13) CCOC(=O)C1CCN(S(=O)(=O)c2cccc(-c3csc(C)n3)c2)CC1
(14) Cc1ccc(S(=O)(=O)Nc2ccccc2C(=O)N2CCCCC2)cc1
(15) Cc1[nH]c(=O)c(C#N)cc1-c1ccccc1
(16) Cc1cccc(OCCCn2c(CO)nc3ccccc32)c1
Assay by compound	9	10	11	12	13	14	15	16
tim10-1 inh	-22	2	2	22	30	18	-12	7
TIM10 inh	-2	4	-2	8	19	4	8	-5
mIAP activ	1.1	0.98	0.93	0.92	0.96	0.96	1.1	1
beta cell repl	2	0	0	0	-2	1	0	-1
A3G deaminase	-7	0	-5	-1	-7	-6	-9	0
APOBEC3A inh	0	3	0	2	-2	-1	-4	9
hIAP block	-3	-8	10	9	7	9	-20	-29
NALP3 yeast inh	1	6	-8	9	9	4	21	23
mIAP inh	-7	2	7	8	4	4	-13	-2

(17) COc1ccc(Oc2nc(-c3ccccn3)nc3ccccc23)cc1
(18) COc1ccc([N+](=O)[O-])cc1NC(=O)c1ccc(-n2nc(C)cc2C)cc1
(19) NC(=O)COC(=O)c1c2c(nc3ccccc13)CCCCC2
(20) CCOC(=O)C1CCN(C(=O)Cc2c(F)cccc2Cl)CC1
(21) O=C(O)Cn1c(CCS(=O)(=O)c2ccc(Br)cc2)nc2ccccc21
(22) Cc1ccc(-c2nn3c(C)nnc3s2)cc1NC(=O)COc1ccc(Cl)cc1
(23) CC(C)OCC1CC(CC(=O)Nc2ccc([N+](=O)[O-])cc2)C(=O)O1 (stereo not given)
(24) CC(C)=C1SC(N2CCN(c3ccc(C)cc3)CC2)=NC1=O
Assay by compound	17	18	19	20	21	22	23	24
tim10-1 inh	13	-18	10	-1	12	2	0	-29
TIM10 inh	41*	-18	6	3	23	-24	8	-6
mIAP activ	0.96	0.88	1	1	0.99	0.86	1	0.96
beta cell repl	-2	-1	-1	-1	-3	10.0*	-1	-4
A3G deaminase	-6	-2	-8	-2	8	-2	-9	-7
APOBEC3A inh	-2	0	1	-1	7	-1	5	-2
hIAP block	-15	3	8	1	-1	10	4	-1
NALP3 yeast inh	26	-1	11	18	10	11	2	18
mIAP inh	4	12	-2	-1	1	14	-1	4

(25) COC(=O)CCCC(=O)Nc1ccc(Br)cc1
(26) COc1ccc(CC(=O)N(Cc2ccccc2)c2ccc(C)cc2)cc1OC
(27) Cc1cc(C(F)F)n2ncc(C(=O)NCc3ccc(F)cc3)c2n1
(28) C=CCN(Cc1nc(-c2cc(OC)ccc2OC)oc1C)C1CCS(=O)(=O)C1 (stereo not given)
(29) O=C(O)c1cc(S(=O)(=O)N2CCCCC2)ccc1N1CCCCC1
(30) Cc1ccc2[nH]c(=O)cc(C(=O)OC(C)C)c2c1
(31) O=C(Nc1cc(S(=O)(=O)N2CCCCC2)ccc1O)c1ccccc1NS(=O)(=O)c1ccc(F)c(F)c1
(32) CCCCN(C(=O)c1ccc(-c2ccc([N+](=O)[O-])cc2)o1)c1c(N)n(CC(C)C)c(=O)[nH]c1=O
Assay by compound	25	26	27	28	29	30	31	32
tim10-1 inh	7	14	22	26	-2	3	14	12
TIM10 inh	6	-15	12	-9	-7	-7	8	5
mIAP activ	1	0.95	1.1	0.98	0.97	0.89	0.98	1.1
beta cell repl	3	-1	-2	-2	-5	4	0	1
A3G deaminase	-6	-9	-5	-6	-7	-8	-1	-4
APOBEC3A inh	-3	-1	-7	-3	-6	-4	5	1
hIAP block	5	0	-5	-2	9	2	1	-4
NALP3 yeast inh	7	34	-1	18	-4	-5	21	8
mIAP inh	0	5	-10	2	3	11	2	-6

Entries of single compounds as entered above. Order of values: tim10-1 inh, TIM10 inh, mIAP activ, beta cell repl, A3G deaminase, APOBEC3A inh, hIAP block, NALP3 yeast inh, mIAP inh
CCCCN(C(=O)c1ccc(-c2ccc([N+](=O)[O-])cc2)o1)c1c(N)n(CC(C)C)c(=O)[nH]c1=O is listed as 12, 5, 1.1, 1, -4, 1, -4, 8, -6
O=C(O)c1cc(S(=O)(=O)N2CCCCC2)ccc1N1CCCCC1 is listed as -2, -7, 0.97, -5, -7, -6, 9, -4, 3

Following part
(33) O=C(CCCn1cc([N+](=O)[O-])cn1)Nc1ccc2c(c1)OCO2
(34) O=C(CSc1nc2ccsc2c(=O)n1Cc1ccc(C(=O)O)cc1)NCc1ccco1
(35) O=C(N/N=C/c1cn(-c2ccccc2)nc1-c1cc2ccccc2o1)c1ccncc1
(36) Clc1cccc(NCc2nnc(SCc3ccccc3Cl)o2)c1
(37) Cc1ccc(NC(=O)[C@@H]2CCCN2C(=O)[C@@H]2Cc3ccccc3CN2)c(C)c1
(38) CCCN(CCC)C(=O)c1c(C)[nH]c(C(=O)OCC)c1C
(39) C[C@H](NC(=O)c1nc[nH]c1C(=O)N[C@@H](CCCCN)C(=O)OC(C)(C)C)C(=O)OC(C)(C)C
(40) CCC(NC(=O)CCc1c(C)c2cc3c(-c4ccccc4)coc3cc2oc1=O)C(=O)O (stereo not given)
Assay by compound	33	34	35	36	37	38	39	40
tim10-1 inh	-18	14	25	17	24	13	9	10
TIM10 inh	-17	-2	19	1	4	5	10	-5
mIAP activ	1.1	0.94	0.96	1.1	0.94	1	0.99	0.93
beta cell repl	-2	-1	-6	-4	-2	4	-1	-1
A3G deaminase	-7	-5	-3	0	-7	0	-11	-4
APOBEC3A inh	-2	-2	-1	2	-3	-2	-5	-6
hIAP block	5	-5	-13	14	-22	2	-11	-2
NALP3 yeast inh	1	5	44	26	2	13	15	6
mIAP inh	-6	6	4	-8	6	-3	1	7

Some of these compounds in order of the APOBEC3A inh value, highest first:
| entry | SMILES | APOBEC3A inh |
| --- | --- | --- |
| 36 | Clc1cccc(NCc2nnc(SCc3ccccc3Cl)o2)c1 | 2 |
| 35 | O=C(N/N=C/c1cn(-c2ccccc2)nc1-c1cc2ccccc2o1)c1ccncc1 | -1 |
| 34 | O=C(CSc1nc2ccsc2c(=O)n1Cc1ccc(C(=O)O)cc1)NCc1ccco1 | -2 |
| 37 | Cc1ccc(NC(=O)[C@@H]2CCCN2C(=O)[C@@H]2Cc3ccccc3CN2)c(C)c1 | -3 |
| 39 | C[C@H](NC(=O)c1nc[nH]c1C(=O)N[C@@H](CCCCN)C(=O)OC(C)(C)C)C(=O)OC(C)(C)C | -5 |
| 40 | CCC(NC(=O)CCc1c(C)c2cc3c(-c4ccccc4)coc3cc2oc1=O)C(=O)O (stereo not given) | -6 |

Continued:
(41) Cc1nc(SCc2ccc(Br)cc2)[nH]c(=O)c1C
(42) CC1(C)OC(=O)C(=CNNc2c(Cl)cc(Cl)cc2Cl)C(=O)O1
(43) C/C(=C(\C#N)C(=O)NC1CCCCC1)N(C)C
(44) Cc1ccc2oc(-c3cccc(NC(=O)C4CCCO4)c3)nc2c1 (stereo not given)
(45) Cc1ccn2c(=O)c(C(=O)NC3CCCCC3C)c(O)nc2c1 (stereo not given)
(46) CCOC(=O)C1=C(COC(=O)c2cccnc2Cl)NC(=O)NC1C (stereo not given)
(47) O=C(OCCN1C(=O)c2cccc3c(N4CCOCC4)ccc(c23)C1=O)c1ccc(Cl)cc1
(48) Clc1nnc2ccc(-c3ccccc3)nn12
Assay by compound	41	42	43	44	45	46	47	48
tim10-1 inh	11	5	22	39	-26	-2	25	7
TIM10 inh	9	23	-5	29	-62	-5	25	-15
mIAP activ	1	0.98	1	1.1	1	0.92	0.93	1.2
beta cell repl	1	-2	-2	-3	1	-3	-6	2
A3G deaminase	-4	-10	-6	-4	-4	-6	-9	2
APOBEC3A inh	-3	-5	-4	-3	-2	0	-1	-2
hIAP block	0	8	-16	-11	-10	10	2	-3
NALP3 yeast inh	-3	-16	12	23	18	20	0	18
mIAP inh	-2	2	-2	-10	-1	8	7	-18

(49) CCCCC(=O)Nc1ccc(S(=O)(=O)Nc2nccc(C)n2)cc1
(50) Cc1ccsc1/C=N/NS(=O)(=O)c1ccc([N+](=O)[O-])cc1
(51) COC(=O)c1sc2ccccc2c1NC(=O)c1ccc(S(=O)(=O)N2CCCCC2)cc1
(52) NC(=O)c1cc([N+](=O)[O-])ccc1N1CCCCC1
Assay by compound	49	50	51	52
tim10-1 inh	4	15	9	-11
TIM10 inh	-7	3	-16	-6
mIAP activ	1.1	0.87	0.99	1.1
beta cell repl	-2	0	0	-1
A3G deaminase	-9	-3	-6	-3
APOBEC3A inh	0	1	0	-5
hIAP block	-1	10	-6	-2
NALP3 yeast inh	6	2	4	-3
mIAP inh	-6	13	0	-7
